# PP1 counter: blocks human PP1-alpha phosphatase, a PP5 counter-screen; P62136; purified PP1alpha, OMFP fluorescence; inhibition, % at 6.7 µM; hit rate 0.9% among 320,000;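 active = inhibition above the mean inhibition of all tested compounds plus 3 SD, computed separately for each screening campaign, cut at about 15% in these data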
# Target sequence (P62136 whole entry, looked up): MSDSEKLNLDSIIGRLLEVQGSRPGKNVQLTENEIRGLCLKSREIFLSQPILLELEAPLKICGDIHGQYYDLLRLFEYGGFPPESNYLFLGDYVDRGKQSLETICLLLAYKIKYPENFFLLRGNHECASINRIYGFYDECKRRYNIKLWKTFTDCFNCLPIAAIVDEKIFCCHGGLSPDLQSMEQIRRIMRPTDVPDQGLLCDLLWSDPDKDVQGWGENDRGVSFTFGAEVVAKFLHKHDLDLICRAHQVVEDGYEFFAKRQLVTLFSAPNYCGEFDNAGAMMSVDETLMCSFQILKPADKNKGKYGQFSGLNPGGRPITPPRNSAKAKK
# EBNA-1 inhibitor: blocks EBNA-1 binding to DNA; AID 1950; hit rate 0.34% among 300,000; EBNA-1 DNA binding, fluorescence polarization; inhibition, % at 14.8 µM; in the data active = inhibition above about 28%
# PREPL inh: inhibitors of human prolyl oligopeptidase-like enzyme PREPL | Q4J6C6 | recombinant PREPL, fluorescence polarization activity-based probe | inhibition, % at 5.96 µM | hit rate 0.68% among 320,000 | AID 2751; in the data active = inhibition above about 43%;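 also: 0% = enzyme with DMSO and 100% = wells lacking enzyme; many of its hits are not listed in these tables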
# Target sequence (Q4J6C6 whole entry, looked up): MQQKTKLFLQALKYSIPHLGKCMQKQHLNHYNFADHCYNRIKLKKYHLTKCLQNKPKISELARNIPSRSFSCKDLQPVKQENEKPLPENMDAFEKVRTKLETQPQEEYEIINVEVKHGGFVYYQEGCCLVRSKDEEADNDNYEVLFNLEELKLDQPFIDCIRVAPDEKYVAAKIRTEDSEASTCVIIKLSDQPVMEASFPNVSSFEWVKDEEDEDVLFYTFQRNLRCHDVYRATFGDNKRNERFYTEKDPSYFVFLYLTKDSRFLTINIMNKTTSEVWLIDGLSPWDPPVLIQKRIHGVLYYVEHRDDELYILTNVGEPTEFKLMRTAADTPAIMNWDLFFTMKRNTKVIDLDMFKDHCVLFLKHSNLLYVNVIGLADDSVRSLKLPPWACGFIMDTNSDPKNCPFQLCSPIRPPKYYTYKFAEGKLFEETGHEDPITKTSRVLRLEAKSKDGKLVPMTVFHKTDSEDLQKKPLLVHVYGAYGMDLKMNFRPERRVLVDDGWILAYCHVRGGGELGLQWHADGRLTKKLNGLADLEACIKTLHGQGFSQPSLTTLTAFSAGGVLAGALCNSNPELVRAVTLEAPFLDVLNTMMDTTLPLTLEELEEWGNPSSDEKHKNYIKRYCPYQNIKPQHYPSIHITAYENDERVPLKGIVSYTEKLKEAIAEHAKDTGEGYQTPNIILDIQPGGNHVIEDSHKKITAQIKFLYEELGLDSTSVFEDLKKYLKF
# HCV core dimer: blocks dimerization of HCV core protein. inhibition, % at 5 µM. TR-FRET GST/Flag-core106 dimerization, 1536-well. hit rate 0.33% among 300,000;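 active = inhibition above the mean of all tested compounds plus 3 SD, set per screening campaign, cut at about 45% in these data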
#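 assay system = GST-tagged and Flag-tagged HCV core protein residues 1-106 | controls = unlabelled core106 and no-GST-core106 wells | incubation = compound-protein-antibody incubation 4 h at 22.5 °C | probe or stimulus = Eu donor and XL665 acceptor anti-tag antibodies | read-out = % inhibition based on acceptor/donor emission ratio | signal = TR-FRET 671 and 617 nm emission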
# Efflux pump mplx: antifungal efflux pump inhibition, Nile Red retention. S. cerevisiae Candida pump triplex. inhibition, % at 10 µM. hit rate 0.44% among 330,000;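 active = plate passing quality check with inhibition over a set limit, or well fluorescence over plate mean plus 4 SD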;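 also: Nile Red retained in pooled yeast measured as flow cytometry median fluorescence; 0% = buffer negative control and 100% = Enniatin B positive control; higher means more Nile Red kept so more efflux inhibition; some compounds called inactive have numbers as strong as hits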
# TPT1 inhibitor: inhibitors of Candida albicans tRNA 2'-phosphotransferase TPT1; recombinant caTPT1, FP RNA substrate dephosphorylation; inhibition, % at 5 µM; hit rate 0.81% among 300,000; AID 1962;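 active = inhibition above the mean of all tested compounds plus 3 SD, set per screening campaign, cut at about 24% in these data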;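 also: plate controls were DMSO alone for no effect and ferristatin control at 100 nM for full effect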
# ZTA counter: blocks Epstein-Barr virus ZTA, an EBNA-1 counter-screen; P03206; ZTA-DNA binding, fluorescence polarization; inhibition, % at 11 µM; hit rate 0.15% among 320,000; AID 2234; in the data active = inhibition above about 33%
# Fh CTSL1 inh: blocks F. hepatica cathepsin L1 in PFM18AAP counter-screen | recombinant F. hepatica cathepsin L1, Z-Leu-Arg-MCA fluorescence | inhibition, % at 5.96 µM | hit rate 0.49% among 300,000 | AID 1906;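 active = inhibition above the mean of all tested compounds plus 3 SD, set per screening campaign, cut at about 17% in these data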;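 also: 0% = plate median of test compound wells and 100% = 1 µM Z-Phe-Ala-diazomethylketone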
# PP5 inh: inhibitors of human protein phosphatase 5 (PP5) | AID 1987 | purified PP5c, OMFP substrate fluorescence | hit rate 0.18% among 320,000 | inhibition, % at 6.7 µM;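 active = inhibition above the campaign's mean inhibition across all tested compounds plus 3 SD, cut at about 9.5% in these data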;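 also: 0% = DMSO only and 100% = 100 µM cantharidin control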
# * marks the source's active call; other numbers are inactive results; x = no result given. An excerpt; the hit share may differ from the screen's.
# Preview, 15 compounds:
SMILES,PP1 counter,EBNA-1 inhibitor,PREPL inh,HCV core dimer,Efflux pump mplx,TPT1 inhibitor,ZTA counter,Fh CTSL1 inh,PP5 inh
CCOC(=O)Cn1ncc(-c2ccccc2)c1N,0,7,10,-15,-0.1,2,-3,-3,0.2
C=CCNc1nc(N)c([N+](=O)[O-])c(N2CCCCCC2)n1,-4,9,12,8,0.0,4,0,-3,-2.1
COc1ccc(-c2cc3ccc(OC)cc3cn2)cc1,1,x,-6,x,-0.4,x,9,x,1.6
O=C(CSc1ncnc2nc[nH]c12)N1CCOCC1,1,-6,4,-5,0.0,-2,-10,-1,0.3
CC(=O)c1cc2c(cc1NC(=O)C1CC1)OCO2,-5,-1,7,-2,-0.2,-3,4,0,-0.1
CCCNC(=O)c1ccccc1NC(=O)COc1ccc(OC)cc1,-4,1,2,-5,-0.1,-1,14,-2,1.4
COc1ccc(OCC(=O)Nc2ccccc2O)cc1,-2,7,2,4,-0.1,2,-2,1,-1.0
Cc1ccc(C(=O)Nc2cccc(C(F)(F)F)c2)cc1Nc1cncnc1,2,-6,11,-12,-0.2,-6,-12,7,2.1
O=C(c1ccc(Cl)c(S(=O)(=O)N2CCCCC2)c1)N1CCN(Cc2ccccc2)CC1,6,0,6,8,2.6,-2,15,1,1.6
CSc1sc(-c2ccnc(SCC(=O)C(C)(C)C)n2)c2c1C(=O)CC(C)(C)C2,1,1,-1,8,0.1,4,12,4,-1.8
COc1ccc(OC)c(Nc2ncnc3ccc(Br)cc23)c1,-5,-22,5,-8,0.3,-1,-31,-2,2.5
CCNC(=S)Nc1ccc(Cl)c(C(F)(F)F)c1,2,-5,-8,-3,-0.4,-2,2,1,1.6
CCOc1ccc(CCNC(=O)COC(=O)c2cccc(OC)c2O)cc1OCC,-1,-9,-3,2,0.1,0,-6,1,1.0
COc1ccc(/C=C2\SC(=O)N=C2N)cc1OC,1,-3,7,-5,0.0,3,-4,-2,1.3
CCCCOc1ccccc1C1CC(=O)NC2=C1C(=O)CCC2 (stereo not given),-5,-9,8,2,-0.1,-6,-15,-6,1.2

# This part in full, repeating the preview:
SMILES,PP1 counter,EBNA-1 inhibitor,PREPL inh,HCV core dimer,Efflux pump mplx,TPT1 inhibitor,ZTA counter,Fh CTSL1 inh,PP5 inh
CCOC(=O)Cn1ncc(-c2ccccc2)c1N,0,7,10,-15,-0.1,2,-3,-3,0.2
C=CCNc1nc(N)c([N+](=O)[O-])c(N2CCCCCC2)n1,-4,9,12,8,0.0,4,0,-3,-2.1
COc1ccc(-c2cc3ccc(OC)cc3cn2)cc1,1,x,-6,x,-0.4,x,9,x,1.6
O=C(CSc1ncnc2nc[nH]c12)N1CCOCC1,1,-6,4,-5,0.0,-2,-10,-1,0.3
CC(=O)c1cc2c(cc1NC(=O)C1CC1)OCO2,-5,-1,7,-2,-0.2,-3,4,0,-0.1
CCCNC(=O)c1ccccc1NC(=O)COc1ccc(OC)cc1,-4,1,2,-5,-0.1,-1,14,-2,1.4
COc1ccc(OCC(=O)Nc2ccccc2O)cc1,-2,7,2,4,-0.1,2,-2,1,-1.0
Cc1ccc(C(=O)Nc2cccc(C(F)(F)F)c2)cc1Nc1cncnc1,2,-6,11,-12,-0.2,-6,-12,7,2.1
O=C(c1ccc(Cl)c(S(=O)(=O)N2CCCCC2)c1)N1CCN(Cc2ccccc2)CC1,6,0,6,8,2.6,-2,15,1,1.6
CSc1sc(-c2ccnc(SCC(=O)C(C)(C)C)n2)c2c1C(=O)CC(C)(C)C2,1,1,-1,8,0.1,4,12,4,-1.8
COc1ccc(OC)c(Nc2ncnc3ccc(Br)cc23)c1,-5,-22,5,-8,0.3,-1,-31,-2,2.5
CCNC(=S)Nc1ccc(Cl)c(C(F)(F)F)c1,2,-5,-8,-3,-0.4,-2,2,1,1.6
CCOc1ccc(CCNC(=O)COC(=O)c2cccc(OC)c2O)cc1OCC,-1,-9,-3,2,0.1,0,-6,1,1.0
COc1ccc(/C=C2\SC(=O)N=C2N)cc1OC,1,-3,7,-5,0.0,3,-4,-2,1.3
CCCCOc1ccccc1C1CC(=O)NC2=C1C(=O)CCC2 (stereo not given),-5,-9,8,2,-0.1,-6,-15,-6,1.2
CC1=CC2=NC(=O)/C(=C\c3cccn3CCOc3ccccc3C)C(=N)N2O1,-3,-2,-34,16,0.3,-1,-10,4,3.8
O=c1[nH]c(Cc2ccccc2)nc2ccccc12,-2,-14,7,0,0.2,5,5,-10,-2.8
Cn1cccc1Cc1nnc(SCC(=O)NC2CCCC2)n1CCc1ccccc1,2,-4,1,-2,0.1,0,-14,-3,2.0
Cc1cccc(C(=O)N2CCN(c3ccc(C(F)(F)F)cn3)CC2)c1C,-3,8,0,-3,0.2,1,16,3,1.2
Cn1c(=O)c2c(nc(NCC3CCCO3)n2Cc2cccc(Br)c2)n(C)c1=O (stereo not given),8,12,11,10,0.0,-2,12,-1,1.2
NC(N)=Nc1nc2ccccc2o1,1,1,3,-3,-0.1,1,2,4,-1.1
COc1ccc(C(c2c(C)[nH]n(-c3ccccc3)c2=O)c2c(C)[nH]n(-c3ccccc3)c2=O)cc1OC,0,-4,28,-3,0.2,0,10,-3,4.3
Cc1ccc(C)c(NC(=O)CCc2ccc(S(=O)(=O)NC3CCCCC3)cc2)c1,2,-10,2,2,0.2,-1,-6,5,0.6
CCn1c(C)cc(/C=C2/SC(=S)N(CC(=O)O)C2=O)c1C,-1,-6,4,-11,0.1,83*,-2,6,0.4
CC(=O)Nc1ccc(NC(=O)CS(=O)(=O)c2cn(CC(=O)N3CCCC3)c3ccccc23)cc1,2,2,7,0,0.0,1,4,-2,-1.0
Cc1ccccc1CNC(=O)CCc1ccccc1,-1,-5,9,0,0.2,3,3,-3,-0.3
Cc1cnc(CN2CCc3c([nH]c4ccccc34)C2CC(C)C)[nH]1 (stereo not given),-1,-3,9,-4,-0.1,11,-3,-3,1.9
COc1ccc(/C(N)=N/OC(=O)c2cccc([N+](=O)[O-])c2C)cc1OC,-2,1,-14,-3,0.2,0,-18,2,3.2
CCOC(=O)C1CCN(C(=O)CSc2ccc(Cl)cc2)CC1,1,-4,19,1,0.0,-5,-19,0,-1.4
CCN(C(=O)C1CCN(S(=O)(=O)c2cccc3nonc23)CC1)c1ccccc1,-1,-7,8,18,-0.2,-3,-10,-3,-0.1
COc1cccc(NC(=O)CN(C)C(=O)c2cccc(S(=O)(=O)Nc3ccc(C)cc3)c2)c1,-6,x,-11,x,-0.1,x,-6,x,1.7
CCCCCC1CC(=O)N(Cc2ccccc2)C(=O)N1 (stereo not given),-2,0,-3,-2,-0.1,-1,-10,1,2.3
COc1cc(NC(=O)CSc2nnc(C)s2)cc(OC)c1,0,-17,3,0,0.0,6,3,-2,2.3
O=C(C1=C[C@H](C2CC2)C[C@H](OCCCCO)O1)N1CCN(Cc2ccc3c(c2)OCO3)CC1,0,10,20,-20,0.1,0,-5,6,-7.5
CCCCC(=O)Nc1ccc(NC(=O)c2ccc([N+](=O)[O-])cc2)cc1OC,-1,5,2,-2,-0.1,1,2,-1,-0.1
CCCCN(C(=O)C1CCCC1)c1c(N)n(CC(C)C)c(=O)[nH]c1=O,-3,x,23,x,0.2,x,-9,x,-1.7
CC(C)n1c(SCC(=O)c2ccc3c(c2)OCCO3)nc2c1c(=O)n(C)c(=O)n2C,-5,2,9,9,0.0,0,10,2,-2.2
CCOC(=O)N1CCN(S(=O)(=O)c2ccc(C)cc2)C1c1ccccc1 (stereo not given),-5,3,3,-3,-0.2,-7,9,0,2.8
O=C(CSC(=S)N1CCN(c2ccccc2)CC1)Nc1nc(-c2ccccc2)c(-c2ccccc2)o1,0,-2,9,2,-0.1,0,-3,4,-3.9
O=C(NCc1ccco1)c1cc(C(=O)C2CCCCC2)c[nH]1,0,-2,2,5,0.0,-1,10,4,4.4
O=C(CCS(=O)(=O)c1ccccc1)Nc1nc(-c2ccccn2)cs1,27*,1,13,-7,0.1,3,-4,1,4.3
Cc1ccc2cccc(OCc3ccc(Br)cc3)c2n1,0,14,8,1,-0.1,0,20,3,0.3
Oc1ccc(/C=N/N2CCN(C3c4ccccc4-c4ccccc43)CC2)cc1,-4,4,-2,3,-0.1,2,13,2,0.9
Cc1cc(C(=O)CN2C(=O)c3ccccc3C2=O)c(C)n1C1CC1,0,-1,7,7,-1.0,0,5,0,1.6
CC(C)(C)c1cc(N)on1,-5,3,2,-2,-0.1,-2,6,-4,1.9
Cn1c(-c2ccco2)nc2cc3ccccc3cc21,-2,10,-7,0,0.0,-3,16,1,-0.8
COc1ccc(C(=O)CSc2cc(C)nc(SCC(=O)c3ccc(C)cc3)n2)cc1,-2,2,-3,11,-0.1,5,-10,2,0.1
Cc1cccc(OCC(=O)NNC(=O)c2cccs2)c1,-2,8,17,-7,-0.1,0,-13,-16,4.6
CC(C)(C)NC(=O)CN1CCC(NC(=O)C23CC4CC(CC(C4)C2)C3)CC1,-1,0,23,1,-0.1,-8,-10,0,-2.3
CC(=O)N(C(C)=O)N1C(=O)C2C3c4ccccc4C(c4ccccc43)C2C1=O (stereo not given),-4,-14,-4,-2,-0.1,1,0,-18,-3.3
COC(=O)c1cc(C(=O)OCC(=O)NCc2cccs2)cc([N+](=O)[O-])c1,0,x,1,x,0.0,x,-11,x,-1.4
CC(C)(C)NC(=O)C(=O)N/N=C/c1ccc(F)cc1,-3,7,-1,3,-0.1,-5,3,6,-1.5
CC(=O)N1c2ccc(S(=O)(=O)N3CCCCC3)cc2CC1C(=O)Nc1cccc(C)c1 (stereo not given),1,-18,-9,7,0.0,1,-1,0,4.8
CCOC(=O)Nc1cccc(NC(=O)c2ccccc2F)c1,-2,-5,4,1,0.0,1,-1,9,-0.9
Cc1cc(/C=N/NC(=O)CC#N)c(C)n1-c1ccc([N+](=O)[O-])cc1,5,4,8,5,-0.1,-4,-3,-1,-2.0
CCOC(=O)N1CCN(Cc2nc(-c3ccccc3)no2)CC1,-1,-7,6,0,0.2,3,4,1,-1.4
CCOC(=O)c1cnc2c(ccc3ccccc32)c1NCCCN(C)C,-2,0,3,2,-0.1,2,-2,1,-0.8
CCOC(=O)n1n[n+]([O-])c2ccccc21,1,-10,-6,0,-0.1,2,-8,-5,0.6
Cc1ccc(NC(=O)CSc2nnc3ccccn23)cc1S(=O)(=O)N1CCOCC1,-7,3,1,2,0.0,-1,17,-3,-1.6
COc1ccc(CCNC(=O)/C(C#N)=C2\N=C(NC(=O)c3cccs3)c3ccccc32)cc1,-6,-9,39,4,0.3,7,2,1,-2.6
# (list continues)
SMILES,PP1 counter,EBNA-1 inhibitor,PREPL inh,HCV core dimer,Efflux pump mplx,TPT1 inhibitor,ZTA counter,Fh CTSL1 inh,PP5 inh
COc1cccc(C(=O)Oc2ccc3ccc(O)cc3c2)c1,0,0,6,3,0.0,0,-3,-3,4.3
Cc1nnc(NC(=O)c2ccc3c(c2)OCO3)s1,-3,2,17,-3,0.0,5,-8,2,0.8
COC(=O)CCC(=O)Nc1ccc(N=Nc2ccccc2)cc1,-1,-2,18,14,0.3,6,-3,0,3.6
CCN1CCCC1CN(Cc1cc2ccc(C)cc2[nH]c1=O)C(=S)Nc1ccc(OC)cc1OC (stereo not given),3,-2,-5,-2,0.3,8,-5,-1,-0.1

# Screening data (PubChem)
